MT stabilizer: microtubule stabilization, imaging screen | % tubulin-high responders, % at 10 µM | 200,000 tested, 0.83% active | HeLa tubulin immunostaining HCS, 24 h; share of cells brighter than vehicle mean+2SD;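 active = plate Z-score above 3 for both tubulin-high and condensed-nucleus cell shares, with cell loss under 80%, at 10 µM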;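 note: anti alpha tubulin signal scored within the nucleus-defined area of each cell; some results filed as inactive read as strong as hits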
Lipid droplet: hepatic lipid droplet formation modulation | AML12 mouse hepatocytes, oleate lipid droplets, BODIPY imaging | inhibition, % at 6.5 µM | 240,000 tested, 0.4% active | AID 1656;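 active = lipid droplet intensity inhibited by at least 50%, with more than 500 cells counted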
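System: AML12 hepatocytes (mouse). Probe or stimulus: oleic acid at 100 µM to induce lipid droplet formation. Times: overnight treatment with compound plus oleate. Detection: Image-based BODIPY and DAPI two-channel analysis. Evaluation: percent inhibition of filter-corrected integrated lipid droplet intensity per well.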
T cell HTS: T cell immune modulators affecting CD8 T cell-vesicle binding; AID 2052; 330,000 tested, 0.068% active; calls only at 7 µM; 2C CD8+ T cell-vesicle binding, flow cytometry; hits give low values;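 active = response, share of CD8 T cells binding vesicles, and their 90th percentile fluorescence all below set limits, cut at about 80% in these data, passing the limit was not always enough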
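incubation = binding step 1.5 h, 37 °C, antibody labelling 20 min, ice | test system = 2C mouse CD8+ T cells | read-out basis = percent CD8+ FL2 mean versus row control | controls = Peptide-free naked vesicles (low) and QL9 vesicles with 0.7% DMSO vehicle (high) | detection = flow cytometry of vesicle-bound cells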
ER stress rescue: protection against thapsigargin-triggered cell killing – 384-well, CSM14.1, ATP luminescence, primary screen (AID 1222); CSM14.1 thapsigargin-induced death rescue, ATP luminescence; higher % means a stronger effect; 190,000 tested, under 10 active; cellular ATP content (survival), % at 20 µM, or EC50 in µM where a hit was titrated;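 active = EC50 below 50 µM in the dose-response confirmation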;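 note: death triggered by thapsigargin at about 15 µM added after 2 h compound pretreatment; cell ATP read after overnight thapsigargin exposure of roughly 18 to 22 hours; normalized against plate controls of thapsigargin alone and 5% DMSO vehicle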
Salmonella PhoP GFP: PhoP-dependent GFP reporter repression – Salmonella Typhimurium, primary screen (AID 1863); S. Typhimurium PhoP-regulated promoter GFP reporter, 4 h; higher % means a stronger effect; inhibition, % at 50 µM, or IC50 in µM where a hit was titrated; 300,000 tested, 0.16% active;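 active = inhibition over 29.93%, a cutoff 3 SD above the screen mean, later confirmed by dose response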;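 note: 0% = low Mg2+ inducing control and 100% = high Mg2+ repressing control; strong numbers were not always called active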
Ins promoter up: MIN6 insulin promoter up-regulation; 190,000 tested, 0.3% active; MIN6 insulin promoter-GFP reporter, high-content imaging; hits give high values; z-score at 5 µM;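 active = z-score above 3 at 5 µM with at least 500 cells counted in the well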
Dynein transport: dynein cargo transport inhibition; 3617.4 mouse cells, GR-EGFP nuclear translocation imaging; test concentration mostly 20 µM; stimulated with dexamethasone, 1 µM; hits give low values; z-score, hits read low; 220,000 tested, 0.47% active; AID 1381;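 active = plate z-score of nuclear minus cytoplasmic receptor signal below a set negative limit, without overly bright fluorescence or cell loss, cut at about -3.5 in these data, passing the limit was not always enough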;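 note: z-score of nuclear minus cytoplasmic ring GR-EGFP intensity difference per well; some compounds called inactive have numbers as strong as hits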
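Also added: dexamethasone, 1.0 µM final. Medium: tet-free, stripped-serum medium. Detection: fixed, Hoechst-stained cells imaged at 10x for EGFP. Read-out: nuclear-to-cytoplasmic GR-EGFP distribution per well. Times: induction 48 h, compound 1 h, agonist 30 min.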
Autophagy HCS: alters autophagy in cells; 190,000 tested, 0.98% active; MEF GFP-LC3 puncta imaging; test concentration mostly 10 µM; calls only at 10 µM (by protocol);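 active = percentage of spot-positive cells more than 3 SD above its plate mean, without a fluorescence outlier flag or 80% toxicity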;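 note: spot-positive cell cutoff set from DMSO-treated cells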
b-catenin transl: alters nuclear translocation of beta-catenin in HeLa cells | nuclear translocation activity, % at 5 µM | 190,000 tested, 0.3% active | immunofluorescence imaging | AID 1665;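 active = nuclear translocation activity above 50% at 5 µM, with a well cell count of 50 or more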;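 note: per-cell ratio of nuclear to cytoplasmic median beta-catenin stain intensity; plate controls were DMSO negative control for no effect and GSK-3 inhibitor IX positive control for full effect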
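System: HeLa cells, endogenous beta-catenin; compound dosing: 5 µM primary single dose, 0.1% DMSO, 0.02–20 µM confirmation series; incubation: 24 h compound exposure at 37°C, 5% CO2; signal: beta-catenin immunofluorescence imaging with DAPI; evaluation: % activation, nuclear-to-cytoplasmic median beta-catenin signal ratio per cell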
Dynein transport cytoplasmic EGFP: recorded beside Dynein transport, whose call it bears; z-score; measured here: cytoplasmic GR-EGFP intensity; hits give high values
Dynein transport nuclear GR-EGFP: recorded beside Dynein transport, whose call it bears; z-score; measured here: nuclear GR-EGFP intensity;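 lower value marks the stronger effect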
Dynein transport cell count: second read-out of Dynein transport, no call of its own (marks repeat the call); z-score; measured here: cell count per field
Ins promoter up cell count: recorded beside Ins promoter up, whose call it bears; cell count; measured here: cytotoxicity, nuclei count;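 total cells summed across four imaged fields per well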
Lipid droplet cells 6.5 µM: recorded beside Lipid droplet, whose call it bears; cell count; measured here: cell count, cytotoxicity flag;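 cells counted across two imaged fields per well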
b-catenin transl cell count 5 µM: also measured in b-catenin transl; calls as there; cell count; measured here: cell count, cytotoxicity flag
T cell HTS vesicle-bound %: recorded beside T cell HTS, whose call it bears; double positive events, %; measured here: CD8+ vesicle-bound cell fraction;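 binding gate set so that unloaded-vesicle control wells show 10% double positive cells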
MT stabilizer Hoechst-high %: further read-out of MT stabilizer, marked with its call; % Hoechst-high responders; measured here: nuclear condensation Hoechst responders;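 share of cells brighter than vehicle mean plus two SD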
MT stabilizer cytotoxicity %: second read-out of MT stabilizer, no call of its own (marks repeat the call); toxicity, %; measured here: cytotoxicity by cell density;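 0% = mean cell density of plate MIN control wells and 100% = no cells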
Autophagy HCS cell loss 18 h: recorded beside Autophagy HCS, whose call it bears; toxicity, %; measured here: cell loss, nuclei count;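 cell loss after 18 h compound exposure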
Starred values were filed as active, the others as inactive; i = inactive; x = not tested or not shown; & = joins results of further samples. Not all compounds are listed, so the mix of outcomes need not match the whole.

SMILES	MT stabilizer	MT stabilizer Hoechst-high %	MT stabilizer cytotoxicity %	Lipid droplet	Lipid droplet cells 6.5 µM	T cell HTS	T cell HTS vesicle-bound %	ER stress rescue	Salmonella PhoP GFP	Ins promoter up	Ins promoter up cell count	Dynein transport	Dynein transport cytoplasmic EGFP	Dynein transport nuclear GR-EGFP	Dynein transport cell count	Autophagy HCS	Autophagy HCS cell loss 18 h	b-catenin transl	b-catenin transl cell count 5 µM
O=c1[nH]c(=O)n(CCc2ccccc2)c(O)c1C=NC1CC1	x	x	x	15	696	i	38	x	-3%	0.07	1093	0.52	0.37	0.96	-0.88	x	x	-1.6	1343
Cc1ccc(-n2c(O)c(C=NCc3ccccn3)c(=O)[nH]c2=S)cc1	x	x	x	-4	729	i	33	x	-14%	-0.31	1332	-0.44	-0.2	-0.25	0.64	x	x	-0.8	1273
Nc1ccncc1	1.9	2.0	6.7	x	x	i	45	-0.1%	3%	x	x	-0.51	-0.22	0.26	0.58	i	-8	x	x
CC(C)Sc1nnc([C@@H](N)Cc2ccccc2)o1	3.2	2.3	8.1	x	x	i	41	5.2%	13%	-0.05	1306	0.99	-0.22	0.77	0.14	i	-4	0.3	1429
C/C=C(\C)C(=O)OC1C(C)=C2C(C1OC(=O)CCCCC)C(C)(OC(C)=O)CC(OC(=O)CCC)C1(O)C2OC(=O)C1(C)O (configuration not stated)	x	x	x	-23	609	i	48	x	0%	0.1	882	-0.94	-0.8	-0.26	-0.37	x	x	6.6	847
Cc1nn(Cc2ccccc2)c(C)c1C(=O)NCc1ccccc1	1.9	2.0	8.0	-4	683	i	8	-0.5%	10%	-0.67	1200	0.66	-0.14	0.55	-1.2	i	-7	0.2	1167
CC(NCc1ccc(Cl)cc1)C(O)c1ccccc1 (configuration not stated)	2.8	2.5	7.0	x	x	i	26	-4.3%	4%	x	x	-0.4	-0.19	-0.31	0.4	i	-24	x	x
CC[C@@H](C(N)=O)N1CCCC1=O	x	x	x	36	658	i	37	-1.3%	4%&-3%	-0.02	1480	x	x	x	x	x	x	-2.7	1148
COc1ccc(NC(c2ccccc2)P(=O)(Oc2ccccc2)Oc2ccccc2)cc1 (configuration not stated)	2.6	2.3	8.0	-6	645	i	57	-1.4%	15%	1.6	1511	1.1	-0.067	0.79	-1	i	3	2.1	1084
N#CSCC(=O)N1c2ccccc2CCc2ccccc21	4.4	3.0	3.2	-18	541	i	50	0.0%	-14%	-0.21	955	-2.3	-0.057	-1.5	1	i	-5	-0.6	982
O=C(Cc1ccccc1)Oc1cccc(-n2cnnn2)c1	4.1	1.9	5.9	-5	680	i	49	-0.5%	3%	0.18	1500	-0.69	-0.37	-0.81	1.5	i	-1	0.2	1465
Cc1cccc(-n2c(=S)[nH]c3ccccc3c2=O)n1	6.6	2.7	7.2	5	710	i	10	x	-8%	0.47	1182	-0.59	-0.32	0.017	0.37	i	-1	-1.5	1142
CN1CCN(Cc2ccc(Br)s2)CC1	4.0	2.5	9.1	0	796	i	26	1.3%	-6%	-0.21	981	-0.42	-0.18	-0.22	1.6	i	0	x	x
CC(C)C1(C)N=C(c2nc3ccccc3cc2C(=O)O)NC1=O (configuration not stated)	1.8	2.2	9.8	4	675	i	22	-2.6%	-10%	-1.3	913	-0.78	-0.2	-0.1	0.35	x	x	-2.1	1160
O=C(c1cc(-c2ccccc2)on1)N1CCC2(CC1)OCCO2	1.7	1.6	7.9	30	704	i	43	-0.8%	4%	-0.43	1566	-0.17	-0.27	0.07	0.063	i	14	-1.2	989
CN(c1ccc(OCC(=O)N2CCN(C/C=C/c3ccccc3)CC2)cc1)S(=O)(=O)c1cccs1	x	x	x	-19	700	i	32	x	-5%	-1.5	1211	-0.3	-0.12	-0.52	-0.024	x	x	2.7	1222
CC(=O)c1c(C)[nH]c(C(=O)N2CCC3(CC2)OCCO3)c1C	2.0	3.2	9.0	x	x	i	33	-2.6%	12%	-0.47	1542	-0.84	-0.14	0.047	0.14	i	7	1.6	1380
CCN1CCN(C(c2cccs2)C(C)NC(=O)Oc2ccccc2)CC1 (configuration not stated)	3.6	1.5	11	2	670	i	37	-0.2%	-3%	0.1	1365	1.6	-0.25	1.3	-0.76	i	11	-2.1	1137
CN1CCN(c2c(C#N)c(C(F)(F)F)nn2C)CC1	8.5	2.4	9.7	-4	690	i	62	-1.9%	-8%	-0.11	1182	-1.4	-0.34	-0.36	2.9	i	4	-2.1	1094
CN1CCN(c2nc([N+](=O)[O-])nn2C)CC1	1.7	3.8	7.9	5	766	i	22	-1.2%	-13%	0.81	1288	-0.6	-0.32	-0.67	0.66	i	-3	x	x
O=c1c2ccccc2nc(SCC2CCCCO2)n1-c1ccccc1 (configuration not stated)	2.9	2.7	3.1	14	737	i	39	-3.0%	-10%	-0.33	1294	-1	-0.33	-0.83	0.96	i	17	x	x
Fc1ccc(C2=CCN(C(c3cccs3)c3nnnn3CCc3ccccc3)CC2)cc1 (configuration not stated)	2.2	1.5	5.7	4	843	i	24	1.3%	5%	-0.14	1004	-0.82	0.21	-0.13	0.45	i	1	-6.4	1187
COc1cccc(-n2c(-c3ccoc3)nc3ccccc3c2=O)c1	2.2	1.2	5.9	14	800	i	29	-1.3%	-1%	-0.39	879	0.84	-0.038	0.88	-1.3	i	-4	x	x
COC(=O)[C@@H]1C[C@@]1(C)[C@@H](NP(=O)(c1ccccc1)c1ccccc1)c1ccccc1	3.5	2.5	8.6	-19	705	i	29	-2.3%	0%	-0.47	1032	-1.3	-0.25	-0.21	1	i	7	-3.7	650
CN1CCCC(C(O)(c2ccccc2)c2ccccc2)C1 (configuration not stated)	x	x	x	-12	699	i	19	x	-5%	1	1090	2.7	-0.24	2.3	-1.2	x	x	-1.0	1347
CCOCC(=O)NC1CCSC1=O (configuration not stated)	3.1	1.6	9.0	x	x	i	42	-1.8%	18%	0.72	1234	-1	-0.15	-0.47	0.73	i	-4	-0.6	1179
C=CCC1(CN2CCCCCC2=O)C(=O)NC(=O)NC1=O	3.9	5.3	5.6	-1	578	i	53	-3.4%	4%	-0.56	1301	-0.21	-0.35	-0.072	0.66	i	9	1.1	1013
CCOC(=O)c1c(C)n(Cc2ccccc2)c2ccc(O)cc12	2.7	2.3	7.4	2	724	i	50	0.0%	-2%	0.05	1409	-0.46	-0.3	-0.00097	1.3	i	-10	-1.8	1051
O=C(c1cccnc1)c1cc2ccccc2[nH]1	2.6	2.6	0.5	2	682	i	28	0.0%	13%	0.24	1388	-0.51	-0.24	-0.09	0.79	i	4	-1.5	675
COc1ccc(OC)c(-n2c(O)c(C=Nc3c(C)n(C)n(-c4ccccc4)c3=O)c(=O)[nH]c2=S)c1	x	x	x	1	702	i	40	x	5%	0.34	1516	0.058	-0.29	-0.0089	1.3	x	x	-3.0	1151
c1ccc(C2CC3CC(c4ccco4)N2O3)cc1 (configuration not stated)	2.6	2.9	13	-16	520	i	32	-2.0%	-1%	-0.5	1929	-1.8	-0.063	-0.35	0.39	i	-1	-2.4	1146
COC(=O)N(c1ccccc1)P1(=S)OCCO1	3.6	2.8	7.2	x	x	i	57	-1.7%	5%	1.6	1168	-0.46	-0.21	0.32	0.74	i	23	-0.8	1164
CN1CCC2(CC1)C(C#N)=C(N)NC(S)=C2C#N	2.4&3.7	1.8&2.9	1.6&5.8	5&40	658&680	i	45&47	0.6%&0.9%	0%&-10%	0.39&0.4	1243&1474	-0.13&0.08	-0.31&-0.16	0.37&0.23	0.36&-0.12	i	-1&41	1.8&0.9	1017&1123
COc1cc(/C=C(/C)[N+](=O)[O-])ccc1OCc1ccccc1Cl	6.3	3.0	6.8	-2	591	i	49	-1.7%	3%	0.5	1139	-2	4.8	-0.72	-3.7	i	1	0.1	902

Two of these compounds, set out differently.
> c1ccc(C2CC3CC(c4ccco4)N2O3)cc1 (configuration not stated)
  MT stabilizer: 2.6	MT stabilizer Hoechst-high %: 2.9	MT stabilizer cytotoxicity %: 13	Lipid droplet: -16	Lipid droplet cells 6.5 µM: 520	T cell HTS: i	T cell HTS vesicle-bound %: 32	ER stress rescue: -2.0%	Salmonella PhoP GFP: -1%	Ins promoter up: -0.5	Ins promoter up cell count: 1929	Dynein transport: -1.8	Dynein transport cytoplasmic EGFP: -0.063	Dynein transport nuclear GR-EGFP: -0.35	Dynein transport cell count: 0.39	Autophagy HCS: i	Autophagy HCS cell loss 18 h: -1	b-catenin transl: -2.4	b-catenin transl cell count 5 µM: 1146

> COc1cc(/C=C(/C)[N+](=O)[O-])ccc1OCc1ccccc1Cl
  MT stabilizer: 6.3	MT stabilizer Hoechst-high %: 3.0	MT stabilizer cytotoxicity %: 6.8	Lipid droplet: -2	Lipid droplet cells 6.5 µM: 591	T cell HTS: i	T cell HTS vesicle-bound %: 49	ER stress rescue: -1.7%	Salmonella PhoP GFP: 3%	Ins promoter up: 0.5	Ins promoter up cell count: 1139	Dynein transport: -2	Dynein transport cytoplasmic EGFP: 4.8	Dynein transport nuclear GR-EGFP: -0.72	Dynein transport cell count: -3.7	Autophagy HCS: i	Autophagy HCS cell loss 18 h: 1	b-catenin transl: 0.1	b-catenin transl cell count 5 µM: 902
